FBW7 activator: human FBW7 E3 ligase activation, primary screen. AlphaScreen FBW7–phospho-cyclin E peptide binding, activator screen. Q969H0. 650,000 tested, 0.13% active. normalized activity (activation), % at 26.1 µM; in the data active = normalized activity above about 1.9%;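 also: purified mutant Fbw7 with reduced substrate affinity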
Target sequence (Q969H0 whole entry, looked up): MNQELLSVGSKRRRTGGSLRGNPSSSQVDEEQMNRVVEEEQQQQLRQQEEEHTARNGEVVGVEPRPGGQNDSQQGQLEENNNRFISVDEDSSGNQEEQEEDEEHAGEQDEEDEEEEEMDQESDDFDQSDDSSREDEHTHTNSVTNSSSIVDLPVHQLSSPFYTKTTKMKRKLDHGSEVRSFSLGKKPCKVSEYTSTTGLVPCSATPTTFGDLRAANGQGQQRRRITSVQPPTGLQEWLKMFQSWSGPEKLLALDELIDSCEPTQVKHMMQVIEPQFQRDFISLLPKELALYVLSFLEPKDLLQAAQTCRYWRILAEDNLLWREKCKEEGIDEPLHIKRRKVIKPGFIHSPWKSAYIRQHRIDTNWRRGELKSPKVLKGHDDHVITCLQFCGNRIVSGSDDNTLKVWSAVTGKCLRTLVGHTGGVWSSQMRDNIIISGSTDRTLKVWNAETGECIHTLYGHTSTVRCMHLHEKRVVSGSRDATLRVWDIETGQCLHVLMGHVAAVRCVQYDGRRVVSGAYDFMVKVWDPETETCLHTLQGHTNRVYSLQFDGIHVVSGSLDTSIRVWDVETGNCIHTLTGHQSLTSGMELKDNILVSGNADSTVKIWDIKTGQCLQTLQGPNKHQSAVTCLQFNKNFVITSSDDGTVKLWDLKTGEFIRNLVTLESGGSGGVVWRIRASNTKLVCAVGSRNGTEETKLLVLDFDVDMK
GPR151 ag: activates the human receptor GPR151; PathHunter beta-arrestin GPR151 cells, luminescence; activation, % at 11.2 µM; 650,000 tested, 1% active; Q8TDV0; AID 1508602; in the data active = activation above about 4.9%;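 also: 0% = median of compound wells and 100% = cells with positive control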
Target sequence (Q8TDV0 whole entry, looked up): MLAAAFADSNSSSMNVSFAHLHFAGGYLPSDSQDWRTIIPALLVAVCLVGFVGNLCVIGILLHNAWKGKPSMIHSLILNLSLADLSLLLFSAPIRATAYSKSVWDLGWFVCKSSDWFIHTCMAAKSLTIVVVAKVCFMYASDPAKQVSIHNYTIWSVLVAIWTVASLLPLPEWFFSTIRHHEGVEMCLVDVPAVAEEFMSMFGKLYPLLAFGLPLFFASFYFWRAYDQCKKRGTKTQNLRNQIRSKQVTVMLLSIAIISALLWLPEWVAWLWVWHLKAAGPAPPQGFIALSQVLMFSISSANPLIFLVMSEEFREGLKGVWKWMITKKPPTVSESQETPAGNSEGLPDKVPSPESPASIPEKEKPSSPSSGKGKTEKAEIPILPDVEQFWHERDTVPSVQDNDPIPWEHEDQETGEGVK
TEAD-YAP block: TEAD-YAP interaction inhibition. HEK-TIYL cells, TEAD-Gal4/YAP UAS-luciferase luminescence. inhibition, % at 9.12 µM. 640,000 tested, 1.4% active. AID 1259422; in the data active = inhibition above about 32%;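 also: 0% = median of test compound wells and 100% = reference inhibitor wells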
MITF inh: inhibitors of human MITF; AlphaScreen MITF homodimerization, bead proximity signal; 650,000 tested, 0.91% active; inhibition, % at 2.6 µM; in the data active = inhibition above about 50%;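 also: 0% = vehicle wells with protein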
* marks the source's active call; other numbers are inactive results. Hits appear at their usual frequency (roughly 3.4% active in at least one column).

SMILES | FBW7 activator | GPR151 ag | TEAD-YAP block | MITF inh
COc1ccccc1N1CCN(c2ncnc3sc(C(=O)Nc4cccc(C(F)(F)F)c4)c(C)c23)CC1 | -0.1 | -0.3 | -8 | 1
CN(C)CC(C)(O)c1ccc2c(c1)CN(C(=O)c1ccc(N3CCOCC3)cc1)CCO2 (centres undefined) | -0.1 | -0.6 | -2 | -2
CCCn1c(SCC(=O)Nc2sccc2C(N)=O)nnc1-c1ccncc1 | 0.2 | -1.6 | 2 | 14
Cc1cc(C)n(C(=O)c2ccc([N+](=O)[O-])cc2[N+](=O)[O-])n1 | 0.0 | -0.4 | 5 | 4
COc1ccc(CCNc2nc(-c3cccc(N)c3)nc3c2ncn3C2CCCCC2)cc1 | -0.1 | 1.9 | 17 | 6
COc1ccc(CCNc2ccnc(Nc3cc(OC)c(OC)c(OC)c3)n2)cc1 | 0.1 | 4.4 | 28 | 13
Cn1nccc1Nc1nc(NCCOc2ccccc2)c2ncn(CCN3CCCC3=O)c2n1 | 0.3 | 4.0 | -3 | 8
Cc1ccc(NC(=O)c2sc3ncn(CC(=O)N4CCC(C)CC4)c(=O)c3c2C)cc1F | -0.1 | -0.6 | 8 | -10
C=CCn1c(SCC(=O)N(c2ccccc2)C(C)C)nc2ccccc2c1=O | -0.1 | 0.7 | -8 | -4
Cc1cc(C)cc(N=C2NC(=O)/C(=C\c3cc(C)n(-c4ccc(-c5ccccc5)cc4)c3C)S2)c1 | -0.1 | -0.1 | 2 | 7
Clc1ccc(-c2ncnn2-c2ccc(Cl)cc2)cc1 | -0.1 | -0.8 | -4 | 0
COc1ccc(CC(=O)Nc2c3c(nn2CC(=O)NCc2ccccc2)CSC3)cc1 | 0.1 | 0.0 | -4 | 8
Cc1cc(C)c(OCC(=O)N(Cc2ccco2)C2CCS(=O)(=O)C2)c(C)c1 (centres undefined) | 0.1 | -1.4 | 4 | 2
COc1cc(/C=N/NC(=O)c2cccc(Cn3cccn3)c2)ccc1O | -0.1 | -0.8 | -27 | -14
COC(=O)C(C)N1C(=O)S/C(=C/c2cccn2-c2ccc(N(C)C)cc2)C1=O (centres undefined) | -0.1 | 0.9 | 1 | -17
CC(/C=C1\N=C(c2c(-c3ccccc3)noc2C)OC1=O)=C\c1ccccc1 | 0.0 | -1.8 | 4 | 20
O=C(O)c1c(F)c(F)cc(F)c1F | -0.1 | -0.6 | 3 | 0
CC1(C2CCN(Cc3c(F)cccc3Cl)CC2)NC(=O)N(Cc2ccsc2)C1=O (centres undefined) | -0.1 | -0.3 | 10 | 3
CCOc1ccccc1NC(=O)c1sc2nc3cc4c(cc3cc2c1N)OCCO4 | 0.1 | -0.5 | -4 | 23
Cc1ccc(N(C(C)C(=O)N2CCOCC2)S(C)(=O)=O)cc1C (centres undefined) | -0.1 | 0.9 | 5 | -1
COc1ccc(Cl)cc1NC(=O)c1sc2ncn(CC(=O)N3CCCCC3)c(=O)c2c1C | 0.4 | 2.6 | -8 | 10
COCCCNC(NC(=O)c1cccc(C)c1)C(Cl)(Cl)Cl (centres undefined) | -0.2 | 0.5 | 2 | 5
COc1ccc2c(c1)CCCC21SC(NC(C)=O)=NN1C(C)=O (centres undefined) | 0.0 | 0.7 | 8 | -2
Cc1ccc(NC(=O)CCn2ccnc2C)cc1Cl | -0.1 | -0.6 | -1 | 3
CCOc1ccccc1NC(=O)C(=O)NCC1CCCN1CC (centres undefined) | 0.0 | 0.7 | -4 | 4

12 structures from above, ordered by SMILES length, largest number first:
SMILES | FBW7 activator | GPR151 ag | TEAD-YAP block | MITF inh
Cc1cc(C)cc(N=C2NC(=O)/C(=C\c3cc(C)n(-c4ccc(-c5ccccc5)cc4)c3C)S2)c1 | -0.1 | -0.1 | 2 | 7
Cc1ccc(NC(=O)c2sc3ncn(CC(=O)N4CCC(C)CC4)c(=O)c3c2C)cc1F | -0.1 | -0.6 | 8 | -10
COC(=O)C(C)N1C(=O)S/C(=C/c2cccn2-c2ccc(N(C)C)cc2)C1=O (centres undefined) | -0.1 | 0.9 | 1 | -17
COc1ccc(CCNc2nc(-c3cccc(N)c3)nc3c2ncn3C2CCCCC2)cc1 | -0.1 | 1.9 | 17 | 6
Cn1nccc1Nc1nc(NCCOc2ccccc2)c2ncn(CCN3CCCC3=O)c2n1 | 0.3 | 4.0 | -3 | 8
COc1ccc(CCNc2ccnc(Nc3cc(OC)c(OC)c(OC)c3)n2)cc1 | 0.1 | 4.4 | 28 | 13
C=CCn1c(SCC(=O)N(c2ccccc2)C(C)C)nc2ccccc2c1=O | -0.1 | 0.7 | -8 | -4
COc1cc(/C=N/NC(=O)c2cccc(Cn3cccn3)c2)ccc1O | -0.1 | -0.8 | -27 | -14
COCCCNC(NC(=O)c1cccc(C)c1)C(Cl)(Cl)Cl (centres undefined) | -0.2 | 0.5 | 2 | 5
CCOc1ccccc1NC(=O)C(=O)NCC1CCCN1CC (centres undefined) | 0.0 | 0.7 | -4 | 4
Cc1ccc(NC(=O)CCn2ccnc2C)cc1Cl | -0.1 | -0.6 | -1 | 3
O=C(O)c1c(F)c(F)cc(F)c1F | -0.1 | -0.6 | 3 | 0

(further entries)
SMILES | FBW7 activator | GPR151 ag | TEAD-YAP block | MITF inh
O=c1n(Cc2ccccn2)nc2c3ccccc3nc(C3CC3)n12 | 0.0 | 0.4 | -4 | -2
CCOC(=O)c1sc2nc(CC(=O)OC)nc(NCCN3CCOCC3)c2c1C | -0.3 | 0.3 | 6 | 3
CCCCCc1ccc(C(=O)CCC(=O)OCC(=O)N2CC(=O)Nc3ccccc32)cc1 | -0.1 | 1.7 | -4 | 8
CC1(C)CC(NC(=O)c2ccn[nH]2)CC(C)(C)N1 | 0.0 | 1.7 | 1 | 1
O=C(O)c1cccc(NC(=O)c2cc3ccccc3oc2=O)c1 | 0.1 | -7.0 | 17 | -15
Cc1ccccc1N1C(=O)N(c2ccc(Cl)cc2)C2CS(=O)(=O)CC21 (centres undefined) | -0.1 | 0.0 | 8 | 13
CCCNC(=O)c1cc(-c2ccc(F)cc2)[nH]c1C | -0.1 | -0.5 | -10 | 1
O=C(Nc1ccccc1)c1ccccc1OCC(O)CN1CCN(CC(O)COc2ccccc2C(=O)Nc2ccccc2)CC1 (centres undefined) | -0.1 | 3.6 | 14 | 5
CCOC(=O)C1=C(C)N=c2s/c(=C/c3ccc(-c4cc([N+](=O)[O-])ccc4OC)o3)c(=O)n2C1c1ccc(N(C)C)cc1 (centres undefined) | -0.1 | 0.4 | 6 | -4
Cc1cc(C)nc(SCCn2c(N3CCC(C)CC3)nc3c2c(=O)[nH]c(=O)n3C)n1 | -0.1 | 0.3 | 2 | 7
COc1ccc(/C=C(\C#N)C(N)=S)cc1O | -0.3 | -0.3 | -4 | -5
O=C(CN1C(=O)C2CCCCC2C1=O)Nc1nccs1 (centres undefined) | 0.0 | 2.4 | 1 | 6
CC1(Cc2cccc(F)c2)C(=O)Nc2ccc(F)cc21 (centres undefined) | -0.1 | -0.5 | 2 | 1
CCc1nc2nc3ccccc3nc2n1-c1ccc(N2CCOCC2)cc1 | 0.1 | 2.3 | 1 | -3
COC(=O)Cn1c(=NC(=O)c2ccc3c(c2)OCCO3)sc2cc(F)ccc21 | 0.0 | -0.4 | -12 | 0
COc1ccc(NC(=O)c2ccc(N3CC4CC(C3)c3cccc(=O)n3C4)c(NC(=O)c3ccccc3Br)c2)cc1OC (centres undefined) | -0.1 | -0.4 | -3 | -4
CCCCSC1=C(C#N)C(c2cccs2)CC(=O)N1 (centres undefined) | -0.1 | 0.0 | -3 | -5
CCn1c(SCC(=O)NCc2ccc(F)cc2)nc2c(c1=O)SCC2 | -0.2 | 4.3 | -1 | -4
CC1CCCCN1CCNC(=O)c1cc(-c2ccncc2)nc2ccccc12 (centres undefined) | -0.2 | 0.1 | -6 | -23
Cc1nc2cc(-c3cccc(F)c3)nn2c(NCCN)c1C | -0.3 | 5.2* | -62 | -2
OCc1ccccc1-c1cnn2c(N3CCC[C@H]3CO)ccnc12 | -0.6 | 0.4 | -17 | -21
COc1cc(NC(=O)COC(=O)CC(NC(C)=O)c2ccccc2)cc(OC)c1 (centres undefined) | 0.1 | 1.2 | -2 | 4
Cc1c(Cl)cccc1Nc1nc(-c2cccnc2)cs1 | 0.4 | -1.3 | -35 | 10
CC1CCCCC12NC(=O)N(CC(=O)Nc1ccc(C(N)=O)cc1)C2=O (centres undefined) | 0.1 | -0.7 | -3 | 0
O=C(C1CC1)N1CCc2cc(Br)cc(S(=O)(=O)NN3CCOCC3)c21 | 0.0 | -0.5 | 2 | 0
More results:
SMILES | FBW7 activator | GPR151 ag | TEAD-YAP block | MITF inh
COc1ccc2oc(-c3ccccc3)c(C(=O)N(C)C)c2c1 | 0.0 | 0.6 | -6 | 1
COCCNC(=O)/C(C#N)=C/c1c(Oc2ccccc2Cl)nc2c(C)cccn2c1=O | 0.1 | -0.3 | 13 | 10
CC1CCN(C(=O)c2cc(-c3ccc(Br)cc3)on2)CC1 | 0.5 | -1.8 | -31 | 17
COc1ccc(C(=O)N/N=C/c2cc(Br)c(O)c(OC)c2)cc1OC | -0.1 | -0.2 | -3 | 2
Nc1nnc(SCC(=O)c2ccc(Br)cc2)s1 | -0.1 | -1.4 | -4 | -5
COCCNc1ccc(N2C(=O)CC(C)C2=O)cc1[N+](=O)[O-] (centres undefined) | -0.1 | -0.7 | -1 | 0
Cc1nc(N2CCCC(NC(C)C)CC2)nc2ccc(F)cc12 (centres undefined) | 0.0 | 0.1 | 7 | -8
CC(=O)Oc1ccc(C)cc1N1C(=O)c2ccc(-c3nc4ccccc4c(=O)o3)cc2C1=O | -0.1 | 0.7 | 4 | -2
O=C(NCc1ccccn1)C(=O)NCC1OCCN1S(=O)(=O)c1ccc([N+](=O)[O-])cc1 (centres undefined) | -0.2 | 0.0 | 5 | 2
CC(O)CNCCOc1ccc2c(c1)CCC2 (centres undefined) | -0.1 | -1.3 | -8 | 41
FC(F)(F)c1cccc(Nc2ncnc3scc(-c4ccccc4)c23)c1 | 0.0 | -0.1 | 16 | 5
Cc1c(C(=O)N(C)C2CCCCC2)sc2nc(-c3cccc([N+](=O)[O-])c3)cn12 | -0.2 | -0.4 | 0 | 10
CCc1ccccc1NC1=NS(=O)(=O)C(c2ccc(C)cc2)=C1C | 0.0 | 0.5 | -12 | 0
CCOC(=O)CN(C(=O)COc1nc(C)cc(C)c1C#N)c1ccccc1 | 0.0 | 0.0 | 2 | 9
COc1ccc(C)cc1NC(=O)c1ccccc1[N+](=O)[O-] | 0.1 | -1.4 | 3 | 14
CC(Oc1ccc([N+](=O)[O-])cc1)C(=O)NCCCN1CCOCC1 (centres undefined) | 0.2 | 0.2 | 4 | 14
CC(C)CCNC(=O)c1cc(=O)[nH]c2ccc(S(=O)(=O)N3CCCCC3)cc12 | 0.0 | -0.6 | 5 | 10
CCn1c(SCC(=O)c2ccc(Br)cc2)nc2sc3c(c2c1=O)CCCC3 | 0.0 | 1.4 | 1 | -4
Cc1ccc(NC(=S)NCCN2CCOCC2)cc1C | -0.1 | 1.1 | -9 | -4
COc1cc(C(=O)N2CCN(C(=O)c3cccs3)CC2)cc(OC)c1OC | -0.1 | 0.5 | 17 | 5
CC(=O)c1cccc(-n2c(=O)c3ccccc3c3ccccc3c2=O)c1 | 0.0 | 0.8 | -2 | 22
CCOc1ccccc1NC(=O)C1CCN(C(=O)Nc2ccccc2)CC1 | -0.1 | 0.9 | 5 | -4
O=C(CC(C(=O)N1CCc2ccccc21)n1ccnc1)N1CCOCC1 (centres undefined) | 0.0 | 0.1 | -1 | -7
Cc1ccccc1NC(=O)c1cccc(N2C(=O)C3CCC(C)CC3C2=O)c1 (centres undefined) | -0.1 | 1.3 | 11 | -9
NC(=O)c1ccccc1N=Cc1ccccn1 | 0.7 | 0.8 | -4 | 2
Other structures follow:
SMILES | FBW7 activator | GPR151 ag | TEAD-YAP block | MITF inh
COc1cccc(OC)c1C(=O)Nc1ccc(C(=O)NCC2CCCO2)cc1 (centres undefined) | -0.1 | 0.7 | -13 | -12
O=C(Cc1cn(-c2ccc(Nc3ccc(-n4ccnc4)cc3)nn2)c2ccccc12)Nc1ccc2c(c1)OCO2 | 0.1 | -0.8 | -12 | 12
CCOc1ccccc1N(C)S(=O)(=O)c1cc(Br)cnc1N | 0.0 | 0.6 | -1 | 9
O=C(COc1ccccc1Br)Nc1ccccc1F | 0.0 | -0.8 | -75 | -2
O=C(Cn1sc2ccccc2c1=O)NCc1ccccc1Cl | 0.2 | 1.0 | 0 | 2
Cc1cccc(C(C)C)c1NS(=O)(=O)c1cccs1 | 0.3 | 0.4 | -10 | 18
CCCCCc1ccc(-c2ccc(-c3noc(-c4ccc(OC)cc4)n3)cc2)nc1 | 0.1 | 0.9 | -4 | -22
COC(=O)c1ccc(Cn2cc(C(F)(F)F)cc(Cl)c2=O)o1 | 0.0 | -0.2 | -8 | -1
CCOC(=O)c1c(C)oc2ccc(N(C(C)=O)S(=O)(=O)c3cc(C)ccc3C)cc12 | -0.1 | -0.3 | -4 | -8
COc1ccc(/C=C/C(=O)OCCN(C)Cc2ccccc2)cc1 | 0.1 | -0.1 | 3 | 0
CN(CCOCCOc1ccc(F)cc1)Cc1ccccc1 | 0.0 | 4.5 | 7 | 21
CCCNc1cc(C)nc(Nc2cnccn2)n1 | 0.0 | 1.9 | 16 | -2
Cc1n[nH]c(C)c1Nc1cnn(C23CC4CC(CC(CC(=O)O)(C4)C2)C3)c(=O)c1Cl | 0.1 | 1.0 | 4 | 2
Cc1nnc(SCC(=O)NC2CC2)n1Cc1ccco1 | 0.0 | 0.5 | -3 | -4
CCOC(=O)c1ccc(Nc2nc3ccccc3n3nnnc23)cc1 | 0.3 | 0.2 | -4 | 11
Cc1ccc(C)c(NS(=O)(=O)c2ccc3c(c2)CC(=O)N3)c1 | 0.1 | 1.0 | 8 | 3

Screens from PubChem BioAssay.
